LYPLA2 inh: LYPLA2 (human) inhibition in PME1 counter-screen. recombinant LYPLA2, FP-Rh probe fluorescence polarization. actives 0.38% (n = 320,000). O95372. inhibition, % at 5.9 µM;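 active means inhibition above the screen-wide mean plus 3 SD, limit set per campaign, cut at about 26% in these data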;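 further: 0% = LYPLA2 with DMSO and 100% = wells lacking LYPLA2 enzyme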
PREPL inhibitor: inhibits the human prolyl oligopeptidase-like enzyme; Q4J6C6; recombinant PREPL, fluorescence polarization activity-based probe; actives 0.68% (n = 320,000); AID 2751; inhibition, % at 5.96 µM; in the data active means inhibition above about 43%;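 further: 0% = enzyme with DMSO and 100% = wells lacking enzyme; many of its hits are not listed in these tables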
PAD4 FP inh: inhibitors of human PAD4; Q9UM07; recombinant PAD4, RCA probe fluorescence polarization; inhibition, % at 6.36 µM; actives 0.41% (n = 330,000); AID 485272;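 active means percent inhibition above a cutoff equal to the mean of all tested compounds plus 3 SD, cut at about 15% in these data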;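 further: 0% = PAD4 with RCA probe and DMSO and 100% = probe without PAD4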
PAFAH1B3 inh: blocks human PAF acetylhydrolase 1B catalytic subunit 3; Q15102; recombinant PAFAH1B3, FP-rhodamine probe, fluorescence polarization; inhibition, % at 3.39 µM; actives 0.28% (n = 340,000);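 active means inhibition above the screen-wide average of all tested compounds plus 3 SD, cut at about 25% in these data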;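 further: 0% = enzyme with DMSO only and 100% = wells lacking PAFAH1B3 protein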
pPAFAH FP inh: pPAFAH (human) enzyme inhibition; recombinant pPAFAH, FP-rhodamine probe fluorescence polarization; actives 1.5% (n = 330,000); inhibition, % at 3.39 µM;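 active means inhibition above the mean inhibition across the screen plus 3 SD, cut at about 25% in these data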;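 further: inhibitors block binding of the rhodamine activity-based probe so polarization drops; 0% = enzyme with DMSO and 100% = wells lacking pPAFAH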
PME-1 inh: blocks human protein phosphatase methylesterase 1. recombinant PME-1, FP-Rh probe fluorescence polarization. inhibition, % at 5.9 µM. actives 0.53% (n = 320,000). AID 2130;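 active means inhibition above the campaign mean of all compounds plus 3 SD, cut at about 26% in these data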;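 further: competitive labeling of PME-1 active site by serine hydrolase directed probe; 0% = PME-1 with DMSO and 100% = wells lacking PME-1 enzyme; inhibitors block probe labeling so polarization falls and inhibition rises; many of its hits are not listed in these tables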
Target sequence (Q9Y570 whole entry, looked up): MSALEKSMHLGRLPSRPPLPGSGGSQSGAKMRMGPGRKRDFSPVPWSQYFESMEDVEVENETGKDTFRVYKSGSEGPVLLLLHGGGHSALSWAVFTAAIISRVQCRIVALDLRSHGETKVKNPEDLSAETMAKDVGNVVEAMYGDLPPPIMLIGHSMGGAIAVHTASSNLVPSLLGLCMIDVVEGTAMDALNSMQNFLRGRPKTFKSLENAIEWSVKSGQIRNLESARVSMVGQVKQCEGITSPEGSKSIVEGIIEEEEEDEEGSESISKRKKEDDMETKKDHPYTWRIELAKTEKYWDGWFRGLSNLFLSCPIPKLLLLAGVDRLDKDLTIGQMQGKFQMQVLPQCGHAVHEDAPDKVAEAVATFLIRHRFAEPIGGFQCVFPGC
PAFAH1B2 FP inh: blocks human PAF acetylhydrolase 1b catalytic subunit 2. P68402. recombinant PAFAH1B2, FP-rhodamine activity probe, fluorescence polarization. inhibition, % at 3.39 µM. actives 1.2% (n = 340,000). AID 492953;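 active means inhibition above the mean of all tested compounds plus 3 SD, cut at about 24% in these data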;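 further: 0% = enzyme with DMSO and 100% = wells lacking PAFAH1B2; many of its hits are not listed in these tables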
LYPLA1 counter: LYPLA1 (human) inhibition in PME1 counter-screen; O75608; recombinant LYPLA1, FP-Rh probe fluorescence polarization; inhibition, % at 5.9 µM; actives 0.16% (n = 320,000); AID 2174;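 active means inhibition above the mean of all tested compounds plus 3 SD, set per campaign, cut at about 14% in these data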;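 further: inhibitors block serine hydrolase probe labeling of LYPLA1 so polarization falls; 0% = enzyme with DMSO and 100% = wells lacking LYPLA1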
Target sequence (O75608 whole entry, looked up): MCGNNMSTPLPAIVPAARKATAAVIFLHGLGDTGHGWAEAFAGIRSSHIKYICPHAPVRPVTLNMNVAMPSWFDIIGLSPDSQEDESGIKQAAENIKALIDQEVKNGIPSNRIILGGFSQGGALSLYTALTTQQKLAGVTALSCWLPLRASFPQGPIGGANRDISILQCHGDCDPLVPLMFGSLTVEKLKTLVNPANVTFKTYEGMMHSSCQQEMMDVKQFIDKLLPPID
GSTO1 counter: GSTO1 inhibition, counter-screen for RBBP9 inhibitors; AID 1974; recombinant GSTO1, activity-based probe fluorescence polarization; actives 1.1% (n = 300,000); inhibition, % at 5.96 µM; P78417;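 active means inhibition above the campaign mean inhibition plus 3 SD, cut at about 35% in these data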;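 further: 0% = GSTO1-1 with DMSO and 100% = wells lacking GSTO1-1 enzyme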
Target sequence (P78417 whole entry, looked up): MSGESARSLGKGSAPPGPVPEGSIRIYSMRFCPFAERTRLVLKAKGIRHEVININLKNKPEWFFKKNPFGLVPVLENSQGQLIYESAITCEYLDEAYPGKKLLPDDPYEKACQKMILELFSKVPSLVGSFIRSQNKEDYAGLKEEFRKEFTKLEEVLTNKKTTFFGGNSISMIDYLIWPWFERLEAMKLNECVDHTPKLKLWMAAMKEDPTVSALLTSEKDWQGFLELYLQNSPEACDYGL
An asterisk follows results filed as active; / = not tested or not shown.

Results follow in this order: LYPLA2 inh, PREPL inhibitor, PAD4 FP inh, PAFAH1B3 inh, pPAFAH FP inh, PME-1 inh, PAFAH1B2 FP inh, LYPLA1 counter, GSTO1 counter
Cc1ccc([N+](=O)[O-])c(OCCCN2C(=O)NC(C)(C)C2=O)c1
  2, 0, -2, 9, -6, -2, 6, 0, 12
O=C(CC1Oc2ccccc2NC1=O)NCCCN1CCN(C2CCCCC2)CC1 (configuration not stated)
  6, 19, 3, 7, 4, 0, 0, 3, 5
Cn1c(C(=O)OC(C(=O)NC2CCCC2)c2cccnc2)cc2sccc21 (configuration not stated)
  6, 11, -2, 9, -1, -8, 5, 0, 5
CN(CC(=O)Nc1cccc(F)c1)C(=O)c1cn(-c2ccccc2)nc1-c1cccs1
  -11, -57, -2, -6, -3, -13, 2, -6, -8
Cc1ccc(C)c(CNS(=O)(=O)c2c(C)[nH]c(C)c2C(=O)N2CCCCC2)c1
  -2, 0, 3, 5, 9, -10, 3, -2, -3
O=C(/C=C/c1ccco1)N(Cc1ccc(Cl)cc1)C1CCS(=O)(=O)C1 (configuration not stated)
  1, -4, -7, 2, 1, -5, 5, 1, -1
S=c1[nH]nc(-c2cccc(Br)c2)o1
  1, 7, -1, 7, -4, 2, 3, 3, -1
CCCCN(C(=O)CSc1nnc(-c2ccc(OC)cc2)n1CC)c1c(N)n(Cc2ccccc2)c(=O)[nH]c1=O
  -7, -4, -3, 0, -2, -1, -1, 3, 0
CC(=O)c1cccc(Nc2ncnc3ccc(Br)cc23)c1
  0, 9, -3, 8, -1, -7, 2, -2, -9
CCOc1ccc(-c2nc(C#N)c(NCC3CCCO3)o2)cc1 (configuration not stated)
  4, 28, 5, 12, 5, 10, -1, 2, -4
O=C(/C=C/c1cccc(Cl)c1)N1CCC(Cc2ccccc2)CC1
  11, -6, 2, 10, 10, -2, 6, 0, 7
CCOc1ccc(-n2ccnc(SCC(=O)Nc3cccc(OC)c3)c2=O)cc1
  8, 7, 3, 8, -1, -1, -2, 4, -5
O=C(N1CCCCC1)N1CCN(S(=O)(=O)c2ccccc2)CC1
  -2, -1, -1, 0, 12, 1, 8, 0, 3
Cc1ccc(SCCC(=O)OC(C)C(=O)Nc2ccccc2)cc1 (configuration not stated)
  7, 5, -2, 5, 7, 2, 10, 3, 0
CCOc1ccc(NC(=O)C2CCCCN2S(=O)(=O)c2ccccc2)cc1 (configuration not stated)
  8, -11, 0, 9, -4, 3, 3, 2, 3

The list continues.
Results follow in this order: LYPLA2 inh, PREPL inhibitor, PAD4 FP inh, PAFAH1B3 inh, pPAFAH FP inh, PME-1 inh, PAFAH1B2 FP inh, LYPLA1 counter, GSTO1 counter
COc1cc(S(=O)(=O)Nc2ncccc2C)c(OC)cc1Cl
  -2, -3, -2, 4, 6, -4, -5, -1, 1
N#CCCN1CCN(S(=O)(=O)c2ccc3c(c2)OCCCO3)CC1
  4, -1, 1, 5, 0, 0, -1, 1, 4
CC(=O)Nc1ccc(S(=O)(=O)Nc2cccc(-c3cn4cccnc4n3)c2)cc1
  -8, 9, -5, 5, -7, 2, 7, -6, -7
CC(NS(=O)(=O)c1ccccc1)C1COc2ccccc2O1 (configuration not stated)
  -5, -8, 3, 2, 5, 5, 8, 0, 0
O=C(c1ccco1)N1CCN(c2nc3ccccc3n3nnnc23)CC1
  1, 28, 4, 0, 7, 13, 0, 3, 8
CSc1nc(N)nc2c1ncn2CC(=O)N[C@H](CO)Cc1c[nH]c2ccccc12
  /, -33, 1, -1, 3, /, 7, /, /
Cc1cc(C)cc(N(CCC#N)C(=O)COC(=O)C2=COCCO2)c1
  3, -3, -1, -8, 1, -8, 2, -3, 1
Cc1cc(N2CCOCC2)nc(SCC(=O)c2ccc(Cl)cc2)n1
  1, -4, 0, 7, 0, -4, 5, 0, -3
Cc1cc(C)n2c(nc3ccccc32)c1C(=O)NCc1ccccc1
  4, 3, -5, 12, 6, 0, 19, 0, -10
C[C@H](NC(=O)c1ncn(C)c1C(=O)N[C@@H](C)c1ccccc1)c1ccccc1
  /, 7, -1, 1, 6, /, 8, /, /
Cc1cc(OCC(=O)NCc2cccnc2)ccc1[N+](=O)[O-]
  12, 6, 2, -1, 5, 2, 5, -2, 5
O=C(COC(=O)/C=C/c1cccc([N+](=O)[O-])c1)Nc1ccc(Cl)cn1
  3, 18, 5, 2, 8, 6, 1, 1, /
COc1cccc(/C=N/n2c(-c3n[nH]c4c3CCC4)n[nH]c2=S)c1OC
  3, 13, 5, 6, 9, 8, 9, 2, 5
COCCN(Cc1cc2ccccc2[nH]c1=O)C(=O)c1ccccc1OC
  10, -2, -1, -4, 2, 2, 4, -2, 0
Cc1cc2ccccc2n1CCNC(=O)c1ccc(S(=O)(=O)N2CCOCC2)cc1
  5, 17, 6, 4, 4, -1, 9, -2, 2

New compounds follow:
Results follow in this order: LYPLA2 inh, PREPL inhibitor, PAD4 FP inh, PAFAH1B3 inh, pPAFAH FP inh, PME-1 inh, PAFAH1B2 FP inh, LYPLA1 counter, GSTO1 counter
COc1cc(/C=C(\C#N)C(=O)NCc2ccccc2)ccc1OCc1ccc(C(=O)O)cc1
  41*, 14, 3, -5, -6, 6, 2, -2, -7
COc1ccccc1C(=O)Nc1nc(-c2ccc(S(=O)(=O)N3CCOCC3)cc2)cs1
  -28, -21, 40*, -13, -10, -29, -4, -14, -32
CCCNS(=O)(=O)c1ccc(CCC(=O)N2CCN(c3ccc(F)cc3)CC2)cc1
  0, 2, 2, 7, 10, 12, 2, 1, 4
COc1ccc(-c2nn(-c3ccccc3)cc2C(=O)N2c3ccc(C)cc3C3CN(C)CCC32)cc1 (configuration not stated)
  3, 16, -2, 5, -1, -8, -4, 0, -5
CCCc1cc(=O)oc2cc(C)c3c(C)coc3c12
  -2, 3, -2, -4, 8, 2, 3, -3, -5
CCO/C=N/c1c(C#N)c(CC#N)nn1-c1ccccc1
  3, 11, -3, 11, 5, 2, 1, -2, -4
COc1ccc(S(=O)(=O)Cc2ccc(C(=O)NCc3ccccc3)o2)cc1
  3, 2, -4, 4, 7, 5, 7, 3, -2
Cc1nn(-c2ccccc2)c2nc(C(Cl)(Cl)Cl)[nH]c(=O)c12
  -2, -4, -5, 2, 1, -6, 1, -3, -6
Brc1cccc(CNCC2CCCO2)c1 (configuration not stated)
  0, 10, -2, 17, 4, 1, 2, -1, -4
O=c1c2ccccc2nc(CSc2nnnn2-c2ccccc2)n1-c1cccc(C(F)(F)F)c1
  -1, 6, -5, -4, -1, -4, 2, -3, 5
Cc1ccc(N(C(=O)CNC(=O)c2ccco2)C(C(=O)NC2CCCCC2)c2cccnc2)cc1F (configuration not stated)
  0, -1, 2, 5, -4, 4, 5, 0, -2
CC12CCC(C(=O)Nc3ccccc3N3CCOCC3)(CC1=O)C2(C)C (configuration not stated)
  5, 0, 0, -3, 2, -6, 4, 0, -7
CC1CCCCC1NC(=O)COC(=O)c1cc(=O)c2ccccc2o1 (configuration not stated)
  -6, 1, -8, 4, 5, -7, 0, 0, 14
O=C(CCC1CCCN(C(=O)CCN2CCCCC2=O)C1)NCc1ccccc1F (configuration not stated)
  -4, 3, -3, -1, -4, -1, 1, 1, -2
COCCn1c(SCC(=O)Nc2ccc(OC)c(S(N)(=O)=O)c2)nc2ccccc2c1=O
  4, -8, 0, -4, 6, -1, 3, -1, -3

Continuation.
Results follow in this order: LYPLA2 inh, PREPL inhibitor, PAD4 FP inh, PAFAH1B3 inh, pPAFAH FP inh, PME-1 inh, PAFAH1B2 FP inh, LYPLA1 counter, GSTO1 counter
O=C(COC(=O)CN1C(=O)C(=O)c2ccccc21)OCN1C(=O)c2ccccc2C1=O
  -1, -6, -4, 9, 3, 0, -3, -2, 15
COc1cccc(C2C(C(=O)Nc3nc4ccccc4s3)=C(C)NC3=C2C(=O)CC(C)(C)C3)c1OC (configuration not stated)
  -4, 21, -1, -2, 0, -15, -7, -7, -9
COc1cc(C(N)=O)cc(Br)c1OCc1ccccc1
  4, -7, 1, 4, 4, -4, -1, 1, -2
O=C(NCC(c1ccco1)N1CCCC1)c1sc2cc(F)ccc2c1Cl (configuration not stated)
  /, 15, -3, 2, 6, /, 0, /, /
CC(=O)c1ccc2c(c1)Cc1cc(C(C)=O)ccc1-2
  1, -8, 5, -4, 1, -2, -1, 0, 0
CCNc1nc(NC(C)C)nc(SCCOC(=O)c2ccccc2)n1
  2, -5, -4, 0, 3, 2, 4, -2, -1
COc1ccc(/C=N/NC(=O)c2cccc(NC(=O)c3ccc(Cl)cc3)c2)c(OC)c1
  -51, 5, -9, -11, -6, -31, 4, -34, -1
CC1(Cc2ccc3c(c2)OCO3)NC(=O)NC1=O (configuration not stated)
  10, 14, -3, 5, 6, -4, -4, 1, 2
O=C(O)c1ccccc1/C=N/NC(=O)c1cc(-c2ccco2)nc2ccccc12
  -5, 6, -4, 15, 32*, -1, 1, -4, 30
COc1ccc(/C=N\NC(=O)c2sccc2C)cc1Cn1nc(C)cc1C
  3, -14, 3, 5, 3, -6, 1, 0, -1
CC(C)CCNc1nc(N)c([N+](=O)[O-])c(NC2CCCCC2)n1
  -6, -1, 2, 1, 6, -6, 3, -4, 2
CC(C)(C=O)Cc1cc(C(C)(C)C)c(O)c(C(C)(C)C)c1
  4, 5, -6, -2, 9, 0, 0, -1, -2
CCc1ccccc1N(CC(=O)N1CCCCCC1)S(C)(=O)=O
  -6, 4, 3, 6, -7, -2, 2, -5, 6
Cc1cc(-c2ccccc2C(=O)O)on1
  3, 10, 5, -1, 0, 0, -3, 1, -5
Cn1ccnc1SCCNC(=O)C1CCC(=O)N(Cc2ccc(Cl)cc2)C1 (configuration not stated)
  3, 12, 0, 3, 2, 4, 0, 3, 0

(cont.)
Results follow in this order: LYPLA2 inh, PREPL inhibitor, PAD4 FP inh, PAFAH1B3 inh, pPAFAH FP inh, PME-1 inh, PAFAH1B2 FP inh, LYPLA1 counter, GSTO1 counter
COc1ccc(-c2csc3ncnc(N4CCN(S(=O)(=O)c5ccc(C)cc5)CC4)c23)cc1
  -1, -10, 0, 5, 5, -1, -4, -3, -34
Cc1cccc(-n2c(=O)[nH]c3c(C(N)=O)nc(C(C)C)nc32)c1
  -11, -2, 0, -2, -2, -12, 3, -7, -11
CCCCC1=CC2=CC(=O)C(C)(OC(=O)CC)C(=O)C2=CN1CCc1c[nH]c2ccccc12 (configuration not stated)
  0, 38, -18, -1, 21, -11, 2, 1, 6
COc1cc(/C=C(/C(=O)c2cccs2)c2nc3ccccc3[nH]2)cc(OC)c1O
  8, 15, 6, 3, 7, 7, 3, 2, 6

Some of the compounds tested; the hit share may differ from the screen's.
